Source: PubChem BioAssay (National Center for Advancing Translational Sciences (NCATS))
ALOX12 inh – Primary qHTS assay for inhibitors of human arachidonate 12S-lipoxygenase (ALOX12): Round 2. Polyunsaturated fatty acid lipoxygenase ALOX12 (Homo sapiens), P18054. purified 12hLO, xylenol orange hydroperoxide absorbance. Potency, µM (highest dose often 108 µM), without a hit: top-dose activity change, negative = inhibition, most hits filed as inhibitors. actives 1.1% (n = 580,000). AID 1671190, 2021; active = well fitted inhibition curve with a large enough effect; inconclusive = small, poorly fitted or top-dose-only effect, or another doubt; inactive = no such curve, though single readings can be large or run the other way
Target sequence (P18054 whole entry, looked up): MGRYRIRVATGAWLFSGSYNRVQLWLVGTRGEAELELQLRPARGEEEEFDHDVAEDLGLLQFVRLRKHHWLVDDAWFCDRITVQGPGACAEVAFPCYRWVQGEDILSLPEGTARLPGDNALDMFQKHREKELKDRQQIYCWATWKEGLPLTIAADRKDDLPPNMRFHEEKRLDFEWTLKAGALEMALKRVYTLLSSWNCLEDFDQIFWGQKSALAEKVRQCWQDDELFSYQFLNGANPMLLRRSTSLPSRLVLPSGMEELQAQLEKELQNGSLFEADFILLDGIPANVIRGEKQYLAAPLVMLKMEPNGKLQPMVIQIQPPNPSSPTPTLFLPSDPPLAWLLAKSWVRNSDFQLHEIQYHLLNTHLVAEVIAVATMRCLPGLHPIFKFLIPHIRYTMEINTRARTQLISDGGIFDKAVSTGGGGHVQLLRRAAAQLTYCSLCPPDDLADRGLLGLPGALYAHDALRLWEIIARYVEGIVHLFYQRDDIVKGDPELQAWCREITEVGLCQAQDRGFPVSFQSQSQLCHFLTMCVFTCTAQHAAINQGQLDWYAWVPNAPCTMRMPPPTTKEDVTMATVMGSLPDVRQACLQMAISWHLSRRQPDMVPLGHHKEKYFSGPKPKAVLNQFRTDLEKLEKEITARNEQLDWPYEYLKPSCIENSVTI
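Purified human 12hLO (150 nM final) in 25 mM Hepes, 0.01% Triton X-100, pH 7.0 was preincubated 15 min at room temperature with compound. Then 40 uM arachidonic acid was added, 30 min. Hydroperoxide was read by Fe-XO absorbance ratio 573/405 nm.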
An asterisk follows results filed as active; ? = inconclusive; [ ] = another dose, or the depositor's remark. % is set by controls: 0 for no effect and ±100 for the full control effect; potency is the fitted concentration of half-maximal effect.

SMILES | ALOX12 inh
C=C(C)Cn1c(=O)c2c(nc(-n3nc(C)c(C)c3C)n2CCC)n(C)c1=O | -14%
CCc1cc(=O)n(CC(=O)Nc2cccc(C(C)=O)c2)c(N2CCOCC2)n1 | 21%
COc1ccc(CNC[C@H]2O[C@H](Cc3cc(-c4ccc(OC)cc4)on3)CC[C@@H]2O)cc1 | ?
O=C1[C@@H]2C[C@@H](O)CN2C2(CN(Cc3ccccc3F)C2)C(=O)N1Cc1cccc(Cl)c1 | -4%
COc1cccc(-c2ccc(CN3C4CCC3CN(C(=O)c3ccncc3)C4)cc2)c1 | 32%[activator]
COCCN[C@@H]1C[C@@H]2c3[nH]c4ccccc4c3C[C@@H](C(=O)OC)N2[C@H](c2ccc(C(F)(F)F)cc2)C1 | 2%
CCCC(=O)Nc1nnc(Cc2c[nH]c3ccccc23)s1 | 27%
COCCn1c(-n2nc(C)c(C)c2C)nc2c1c(=O)n(CC(=O)C(C)(C)C)c(=O)n2C | -4%
CC(C(=O)NCC1CCN(Cc2ccccc2F)CC1)C1CCOCC1 (stereo not drawn) | 37%[activator]
COCCc1noc(C2Cc3ccccc3N2C(=O)Nc2ccc(C)c(C)c2)n1 (stereo not drawn) | 24%
Cc1noc(C)c1C(=O)NCc1ccnc(OC2CCCC2)c1 | 46%[activator]
CC(Sc1nc(CN2CCOCC2)nc2ccccc12)c1ccccc1Cl (stereo not drawn) | ?
Cc1ccc(-c2ccc3nnc(CNC(=O)CNC(=O)c4ccccc4)n3n2)cc1 | 3%
O=C1CC(c2ccccc2)N(Cc2ccncc2)CCCN(CC2CCCCC2)CCN1 (stereo not drawn) | 115%[activator]
O=C(/C=C/c1cccc(Cl)c1Cl)c1ccc(OC(F)F)cc1 | ?
CCCn1cnnc1CNC(=O)[C@@H](Cc1ccccc1)NC(=O)[C@H]1O[C@@H](n2ccc(=O)[nH]c2=O)[C@H](O)[C@@H]1O | -2%
COc1ccccc1C(=O)N1CCc2nc(C3CC3)nc(-c3ccc(Cl)cc3)c2C1 | 45µM*
CNC(=O)c1ccc(CN(C(=O)c2ccc(C(C)=O)s2)C2CC2)cc1 | -1%
Cc1ccc(N2Cc3c(ncnc3N3CCN(C)CC3)N(C)CC2=O)cc1 | -1%
CC1CN(C(=O)N2CCC(C(=O)NCc3ccccc3)CC2)c2ccccc2O1 (stereo not drawn) | 0%
CC(C)(C)c1ccc(CN2CC3(COCC2=O)CN(c2ccccc2)C3)cc1 | 9%[176 µM]
Cc1ccc(CSCCCn2c(=O)c3c(ncn3C)n(C)c2=O)cc1 | 8%
COc1ccc(C(=O)N2CCCC(c3nc(-c4cccnc4)no3)CCNC(=O)CC2)cc1 (stereo not drawn) | 39%[activator]
Cc1ncc2n1C(=O)N(C1CCN(C(=O)Nc3ccccc3)CC1)C2 | 33%[activator][176 µM]
COc1ccc(-c2cc(=O)c3cc(OCC(=O)Nc4ccccc4)ccc3o2)cc1 | 47%[activator]
CN1CCC(N2CC3(CCC2=O)CCN(C(=O)c2ccccn2)CC3)C1 (stereo not drawn) | 4%
CN1CCC(N2CCN(C(=O)c3ccncc3)CC2)C1=O (stereo not drawn) | 85%[activator]
C=CC[C@]1(c2ccccc2)C(=O)N2C[C@H]3CON(C)[C@H]3C[C@H]2c2ccccc21 | -2%
CCCn1c(NC(=O)c2oc3ccccc3c2COC)nc2ccccc21 | 3%
Cc1ccccc1S(=O)(=O)NCC1Cn2cccc2C(=O)N1C (stereo not drawn) | ?
O=c1[nH]c(C2CCCN(Cc3cccc(-c4ccc(F)cc4F)c3)C2)nc2ccc(F)cc12 (stereo not drawn) | ?
COc1ccc(NC(=O)N[C@@H](CCSC)C(=O)O)cc1 | -16%
CCCCNC(=O)Cc1csc2nc(C)c(-c3cc(C)n(-c4ccc(F)cc4)n3)c(=O)n12 | 60%[activator]
Cc1ccc([S+](=O)([O-])N2CCn3c(nn(-c4ccc([N+](=O)[O-])cc4)c3=O)C2)cc1 | ?
COc1ccccc1CC(=O)N1CCCc2ncc(C(=O)N3CCC(OC)CC3)cc21 | 0%[176 µM]
CN(C(=O)c1ccccc1Br)C(C)(C)C | 0%
COCCN(Cc1cnn(-c2ccccc2C)c1)CC1CC1 | 76%[activator]
COc1ccc(/C=C2\N=C(c3ccc(Br)cc3)NC2=O)cc1OC | -12%
COc1ccc(OCCN2CCN(C(=O)CNC(=O)c3ccc(N4CCCC4=O)cc3)CC2)cc1 | -1%
CN(CC(=O)NC(=O)NC1CCCCC1)c1ccc2ccccc2c1 | ?
CCc1ccccc1NC(=O)CCS(=O)(=O)c1ccc2c(c1)CCN2C(=O)C1CC1 | -21%
Cn1c(NCc2ccco2)nc2c1c(=O)n(Cc1cccc(Br)c1)c(=O)n2C | ?
CCOc1ccc(C(=O)N2CCC(c3n[nH]c(=O)n3-c3ccc(C)cc3)CC2)cc1 | 13%
CCOc1ccc(CCNc2nc(-c3ccccc3)no2)cc1 | -25%
CCCCN(Cc1ccc(S(=O)(=O)NC)cc1)Cc1ccco1 | 21%
CN(CC(=O)NC(=O)NCc1ccco1)Cc1cccc(Cl)c1Cl | ?
O=C(COC(=O)c1ccc2ccccc2n1)NC(=O)c1ccccc1 | ?
Cc1ccc(-c2cc(N3CCCN(C(=O)COc4ccc(F)cc4)CC3)n[nH]2)cc1C | 7%
Cc1cc(C(=O)N2CCOC[C@H](Oc3cnccn3)C2)c(C(F)(F)F)o1 | 40%[activator][176 µM]
Cn1ccnc1C(=O)NC1CCc2nnc(C3CC3)n2CC1 (stereo not drawn) | 23%

Remaining list, next part
SMILES | ALOX12 inh
COc1ccccc1C1(CNC(=O)c2cccc(F)c2)CCOCC1 | 10%
CN1C[C@@H](NS(=O)(=O)c2ccc(Cl)cc2)C[C@H]1c1nc(-c2ccc(F)cc2)no1 | ?
O=C(Nc1c(N2CCCC2)c2ccccc2oc1=O)c1ccccc1 | -40%
O=C(C1CCOC1)N1CC(Oc2ccc(-c3nc(-c4ccccc4)no3)cc2)C1 (stereo not drawn) | 22%
CCCNC(=O)C1COC2(CCN(C(=O)CC)CC2)N1C(=O)c1cccc(OC)c1 (stereo not drawn) | 60%[activator]
Nc1nnc(SCC(=O)Nc2ccccc2Br)s1 | 28%
CCOc1ccc(C(=O)N/N=C/c2c(C)[nH]c(=O)[nH]c2=O)cc1 | -4%
O=C([C@@H]1CNC[C@H](C(=O)N2CCN(c3ccncc3)CC2)C1)N1CCOCC1 | 24%
Oc1c(Cl)cc(Cl)c(Cl)c1Sc1c(O)c(Cl)cc(Cl)c1Cl | ?
CC(=O)Nc1ccc(CNC2(Cc3cc(-c4ccccn4)on3)COC2)cc1 | 69%[activator][176 µM]

An excerpt from above in order of molecular weight, ascending:
SMILES | ALOX12 inh
CCOc1ccc(C(=O)N/N=C/c2c(C)[nH]c(=O)[nH]c2=O)cc1 | -4%
O=C(Nc1c(N2CCCC2)c2ccccc2oc1=O)c1ccccc1 | -40%
COc1ccccc1C1(CNC(=O)c2cccc(F)c2)CCOCC1 | 10%
Nc1nnc(SCC(=O)Nc2ccccc2Br)s1 | 28%
CC(=O)Nc1ccc(CNC2(Cc3cc(-c4ccccn4)on3)COC2)cc1 | 69%[activator][176 µM]
CCCNC(=O)C1COC2(CCN(C(=O)CC)CC2)N1C(=O)c1cccc(OC)c1 (stereo not drawn) | 60%[activator]
Oc1c(Cl)cc(Cl)c(Cl)c1Sc1c(O)c(Cl)cc(Cl)c1Cl | ?

Further entries follow:
SMILES | ALOX12 inh
O=C(NC[C@H]1O[C@H](Cc2cc(CN3CCOCC3)on2)CC[C@@H]1O)N1CCOCC1 | 35%[activator][176 µM]
O=C(O)CCCc1c(-c2ccccn2)[nH]c2ccc(Cl)cc12 | ?
CC(C)C[C@H](NC(=O)[C@H](Cc1ccccc1)NC(=O)c1cnccn1)B(O)O | 3%[57.4 µM]
CN(C)C[C@@H]1CN(c2ncccn2)C[C@H]1NC(=O)C1(C)CCOCC1 | 103%[activator]
O=C(CCC1CCN(C(=O)CSc2ncccn2)CC1)NCC1CCCO1 (stereo not drawn) | 25%
O=C(COC(=O)C1(c2ccc(Cl)cc2)CCCC1)c1ccc(Br)cc1 | ?
c1ccc(-c2noc(-c3ccn4c(CN5CCN(c6ccccn6)CC5)nnc4c3)n2)cc1 | 61%[activator]
COCC(=O)N[C@H]1CCN(C(=O)COC)[C@H](C(=O)N[C@H](Cc2c[nH]c3ccccc23)C(=O)OC)C1 | 15%
CNC(=O)C1(N2CCC[C@H]2C(=O)NCc2ccccc2)COC1 | -2%[176 µM]
CCCNc1nc(-c2ccc3[nH]c(=O)oc3c2)cs1 | 13µM*
COc1cccc(CNC(=O)C2CN(S(=O)(=O)c3cccnc3)CC23CCCCC3)c1 (stereo not drawn) | 9%
O=C(O)C(c1c[nH]c2ccccc12)N1CCN(c2nsc3ccccc23)CC1 (stereo not drawn) | -6%
O=C(NCCOc1ccc2ccccc2c1)c1cnc2ccccc2n1 | 82%[activator]
COC(=O)C1CCN(Cc2ccc3c(c2)CN(C(=O)c2ccnn2C)CCO3)CC1 | -9%
N#CCCn1cc(C(=O)Nc2ccc(F)cc2)c(-c2cccs2)n1 | -11%
COc1nccc(-c2c(-c3ccc(F)cc3)ncn2C2CCNCC2)n1 | -14%[57.4 µM]
Cc1ccc(NC(=O)c2csc3c2CCCCC3)c(C)c1 | -29%
Cc1ccc(N2CCC(NC(=O)c3ccccc3C)C2=O)cc1 (stereo not drawn) | 7%
Cc1c(C(=O)N2CCOc3ccc(Cl)cc3C2)sc2ncnc(NCCc3ccccn3)c12 | ?
CCC(=O)Nc1ccccc1-c1nc2ccccc2n(CC(=O)Nc2ccc(NC(C)=O)cc2)c1=O | -26%
c1ccc(-c2cnc(Nc3ccncc3)c3c2CCO3)cc1 | 59%[activator][176 µM]
CCn1ncc(N2CCC(NC(=O)c3cccs3)CC2)cc1=O | 34%
O=C(Nc1ccccc1)N1CCCCC1c1noc(COc2ccc(F)cc2)n1 (stereo not drawn) | 11%
O=C(Nc1nn2c(-c3ccccc3)nnc2s1)c1ccccc1F | -36%
O=C(NNC(=O)C1CCCC1)c1ccccc1OCc1ccc(F)cc1 | 45%[activator]
CCOc1ccc(NC(=O)N2CCC3(CC2)c2cccn2-c2ccc(C)cc2N3CC)cc1 | -1%
O=C(Nc1ccc(-c2nnc3n2CCCC3)cc1)c1ccc2ccccc2n1 | 11%
COCc1cc(C[C@@H]2CC[C@H](O)[C@@H](CNC(=O)C3CCCC3)O2)no1 | -23%[176 µM]
Cc1cnc(C2CC2)n1CCNC(=O)CN1CCOCC1 | -8%
Cc1nc2ccc(NC(=O)Cc3cccc(C(F)(F)F)c3)cc2s1 | 40µM*

Compounds from the list above that have a furan ring, fused or not:
SMILES | ALOX12 inh
CCCn1c(NC(=O)c2oc3ccccc3c2COC)nc2ccccc21 | 3%
Cn1c(NCc2ccco2)nc2c1c(=O)n(Cc1cccc(Br)c1)c(=O)n2C | ?
CCCCN(Cc1ccc(S(=O)(=O)NC)cc1)Cc1ccco1 | 21%
CN(CC(=O)NC(=O)NCc1ccco1)Cc1cccc(Cl)c1Cl | ?
Cc1cc(C(=O)N2CCOC[C@H](Oc3cnccn3)C2)c(C(F)(F)F)o1 | 40%[activator][176 µM]

Next part.
SMILES | ALOX12 inh
CCCc1cc(C(=O)N2CCC3(CC2)CN(C(C)CCC)C(=O)O3)n[nH]1 (stereo not drawn) | 21%
COc1ccc(C)cc1C(C)NC(=O)c1ccc2c(c1)OCO2 (stereo not drawn) | 12%
O=C1CC(c2ccccc2)N(S(=O)(=O)c2ccccc2)CCCCCN1 (stereo not drawn) | ?
CCOC(=O)N1CCC(N2CCc3nc(-c4ccc(Cl)cc4)[nH]c3C2)C1 (stereo not drawn) | 30%[activator]
Cc1noc(C)c1-c1cc2cc(CN(C)C)oc2c(Nc2ccn(C)n2)n1 | 111%[activator][176 µM]
Cn1c(CNC(=O)C2CCN(C(=O)N3CC4CC(C3)[C@H]3CCCC(=O)N3C4)CC2)nc2ccccc21 (stereo partly drawn) | 73%[activator]
CCS(=O)(=O)N1CCCN(c2ccc(=O)n(-c3ccccc3)n2)CC1 | 1%
CCOc1ccc(NC(=O)CC2C(=O)Nc3ccccc3N2C(=O)c2ccc(C(C)(C)C)cc2)cc1 (stereo not drawn) | ?
O=C(NC1CCN(C(=O)N2CC3CC(C2)[C@H]2CCCC(=O)N2C3)CC1)C1CCCCC1 (stereo partly drawn) | -9%
Cc1cc(N2CCOCC2)nc(N2CCN(C(=O)Nc3ccc(F)cc3)CC2)n1 | -17%
Cn1c(C=O)cc2ccccc21 | 11%
COc1ccc(OC)c(NC(=O)c2nnn3c2COC(c2ccc(Cl)cc2)C3)c1 (stereo not drawn) | 4%
CCC(C)(C)c1ccc(OCC(=O)Nc2cccc(C(=O)O)c2)cc1 | 35%
CCCN(C)C(=O)c1ccc(-c2nnc3ccc(NC(=O)C4CCC4)cn23)cc1 | 67%[activator]
COC(=O)/C(C#N)=C\c1cc(Br)c(O)c(OC)c1 | ?
O=C(NCCc1nnc2n1CCCCC2)Nc1ccc(Cl)cc1 | -9%
O=C(c1ccccc1F)N1CCC(Cc2nc(-c3cnccn3)no2)CC1 | 55%[activator]
CN(Cc1cccn1C)C(=O)c1ccccc1 | -6%[176 µM]
CS(=O)(=O)N1CCC(CC(=O)N2CC=C(c3ccccc3)CC2)C1 (stereo not drawn) | 30%[activator]
Cc1ccccc1CC(=O)N1CCCC(n2cc(-c3nc(-c4ccccc4)no3)nn2)C1 (stereo not drawn) | -27%
COc1ccc(-c2noc([C@@H]3CCCN3C(=O)c3ccc(F)c(Cl)c3)n2)cc1OC | -15%
Cc1ccc2c(C(=O)O)cc(-c3cccs3)nc2c1C | ?
O=S(=O)(CS(=O)(=O)c1ccc(Br)cc1)c1ccc(Br)cc1 | 4%

Not all compounds are listed (hit frequency here may not be typical).
